IL-2 act: activators of IL-2 | activation, % (series mostly up to about 46 µM) | 360,000 compounds, 0.065% hits | IL-2 activation reporter assay, cell-based qHTS; stimulated with anti-CD3/CD4/CD28 beads; in transgenic mouse T cells; in the data active means activation above about 50%; inconclusive means mostly about 30% to 49%; further: 0% is about no effect
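Unstimulated transgenic mouse T cells preincubated 60 min with compound, then stimulated with anti-CD3/anti-CD4-coated beads plus anti-CD28 for 18 h at 37 degrees C. IL-2 response read as EGFP and DsRed fluorescence by plate cytometry.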
A549 viability: A549 cytotoxicity, counter-screen for Nrf2 inhibitors | 390,000 compounds, 0.16% hits | AID 504648 | Potency, µM (series often up to 46 µM), for inactives: top-dose activity change, negative = cytotoxicity, hits mostly inhibitors | A549 ARE-Fluc cells, CellTiter-Fluor viability, 18-24 h; further: potency means the concentration at half of the fitted maximal effect; on the % scale 0 is the no-effect control and ±100 the full control effect
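Cytotoxicity counterscreen: CellTiter-Fluor fluorescence was measured in A549 ARE_Fluc cells after 18-24 h of compound exposure in a concentration series. The subsequent BugLite luminescent read reports ARE-luciferase activity.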
EPAC2 agonist: agonists of human EPAC2 (RAPGEF4). Q8WZA2. EPAC2 activation, biochemical qHTS; response scale: 100% = 6.5 mM cAMP response. Potency, µM (top dose mostly 154 µM), inactives show at the highest dose activation, hits mostly activators. 360,000 compounds, 0.079% hits. AID 720711; further: potency means the concentration at half of the fitted maximal effect; nearly all actives have a fitted effect of over 50% in size
Target sequence (Q8WZA2 whole entry, looked up): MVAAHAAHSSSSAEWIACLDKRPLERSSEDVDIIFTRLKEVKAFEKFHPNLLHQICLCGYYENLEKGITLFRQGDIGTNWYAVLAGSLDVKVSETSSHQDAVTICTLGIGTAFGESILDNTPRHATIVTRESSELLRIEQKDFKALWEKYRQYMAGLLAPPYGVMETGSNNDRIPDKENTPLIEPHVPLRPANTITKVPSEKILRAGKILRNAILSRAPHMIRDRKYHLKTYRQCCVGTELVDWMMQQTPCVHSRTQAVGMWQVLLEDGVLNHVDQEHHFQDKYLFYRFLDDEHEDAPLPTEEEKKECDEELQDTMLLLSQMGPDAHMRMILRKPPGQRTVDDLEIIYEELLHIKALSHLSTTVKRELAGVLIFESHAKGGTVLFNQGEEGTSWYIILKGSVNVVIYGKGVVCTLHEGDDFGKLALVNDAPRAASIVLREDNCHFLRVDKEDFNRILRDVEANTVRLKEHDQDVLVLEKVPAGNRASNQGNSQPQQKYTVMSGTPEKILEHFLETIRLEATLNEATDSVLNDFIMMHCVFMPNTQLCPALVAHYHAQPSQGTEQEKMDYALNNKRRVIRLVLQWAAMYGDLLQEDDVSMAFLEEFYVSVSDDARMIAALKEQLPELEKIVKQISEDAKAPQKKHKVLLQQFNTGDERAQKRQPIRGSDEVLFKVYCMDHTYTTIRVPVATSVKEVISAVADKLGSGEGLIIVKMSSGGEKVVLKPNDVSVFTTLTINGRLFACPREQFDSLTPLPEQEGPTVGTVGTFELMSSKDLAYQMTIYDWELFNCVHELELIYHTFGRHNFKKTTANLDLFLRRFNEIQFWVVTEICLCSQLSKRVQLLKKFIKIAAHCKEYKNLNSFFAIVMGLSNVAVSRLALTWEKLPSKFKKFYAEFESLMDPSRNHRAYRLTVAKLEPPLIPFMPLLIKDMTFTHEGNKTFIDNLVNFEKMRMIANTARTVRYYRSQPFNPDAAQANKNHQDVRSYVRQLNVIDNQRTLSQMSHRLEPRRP
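Setup: EPAC2 100 nM, labeled Rap1B complex 250 nM, free GDP 50 uM. Compound titrations pinned in, brief spin, 5 min room temperature incubation. Kinetic fluorescence read over 30 min, normalized to 6.5 mM cAMP.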
S2 tox: reduces viability in counter-screen for ATXN expression inhibitors; 400,000 compounds, 0.49% hits; S2 cells (HEK-293 line with an ATXN2-luciferase reporter) viability, CellTiter-Fluor protease fluorescence, 24 h; Potency, µM (top dose mostly 56.7 µM), hits mostly cytotoxic; AID 651635; further: potency means the concentration at half of the fitted maximal effect; nearly all actives have a fitted effect of over 40% in size
TGFb inhibitor: TGF-b pathway inhibition | Potency, µM (titrated, usually from 46.1 µM), without a hit: at the highest dose activity, negative = inhibition, most hits filed as inhibitors | 410,000 compounds, 1.2% hits | AID 588855 | HepG2 CAGA-GFP TGF-b/SMAD3 reporter, GFP fluorescence, 18 h; TGF-beta stimulated, 500 pg/mL final; further: potency means the concentration at half of the fitted maximal effect; on the % scale 0 is the no-effect control and ±100 the full control effect; nearly all actives have a fitted effect of over 65% in size
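Cell-based qHTS in HEPG2 carrying a CAGA-GFP Smad reporter; compounds added before 500 pg/mL final TGF-beta, 18 h incubation at 37 degrees C, GFP fluorescence quantified per cell by imaging cytometry.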
Nrf2 block: inhibitors of Nrf2 signaling; A549 ARE-Fluc reporter, luciferase luminescence, 18-24 h; AID 504444; 360,000 compounds, 2.1% hits; Potency, µM (highest dose often 46 µM), for the others: top-dose activity change, negative = inhibition, actives largely listed as inhibitors; further: potency means the concentration at half of the fitted maximal effect; on the % scale 0 is the no-effect control and ±100 the full control effect; nearly all actives have a fitted effect of over 60% in size
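Two sequential reads on A549 ARE_Fluc cells exposed to compound for 18-24 h: a CellTiter-Fluor fluorescence read for viability, then a luciferase luminescence read for Nrf2/ARE activity.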
ATXN2 expr inh: ATXN2 expression inhibition; AID 1745845; 360,000 compounds, 0.72% hits; Potency, µM (series often up to 57 µM), without a hit: top-dose activity change, negative = inhibition, actives largely listed as inhibitors; HEK-293 ATXN2-luciferase reporter, luminescence, 24 h; further: potency means the concentration at half of the fitted maximal effect; on the % scale 0 is the no-effect control and ±100 the full control effect; nearly all actives have a fitted effect of over 55% in size
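ATXN2-luciferase reporter cells (luciferase flanked by upstream and downstream ATXN2 gene portions) were treated 24 h at 37 °C with compounds at up to 57 uM. SteadyGlo luminescence gave expression; GF-AFC fluorescence gave viability.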
HepG2 tox: counter-screen for TGF-b inhibitors: cytotoxicity in HepG2 cells | HepG2 CAGA-GFP viability, ATP luminescence, 18 h | Potency, µM (doses to about 46.1 µM), without a hit: at the top dose activity change, negative = cytotoxicity, hits mostly cytotoxic | 410,000 compounds, 0.76% hits | AID 588856; further: potency means the concentration at half of the fitted maximal effect; some results filed as inactive show a strong effect at the top dose
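HepG2 CAGA-GFP cells (1000/well, DMEM with 1% FBS) received compound, then TGF-beta at 500 pg/mL final, and were incubated 18 hours at 37 degrees C. Viability was read by CellTiter-Glo luminescence. Media-only wells were set as complete cell-killing and DMSO as no toxicity.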
Nrf2 activator: activators of Nrf2 (ARE) signaling; AREc32 ARE-luciferase reporter (MCF7-derived line), luminescence, 24 h; Potency, µM (top dose mostly 46.1 µM), for the others: at the highest dose activation, hits mostly activators; 410,000 compounds, 0.31% hits; further: potency means the concentration at half of the fitted maximal effect; % of control where 0% means no effect; nearly all actives have a fitted effect of over 65% in size
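For detection, Steady-Glo was added and plates sat 30 min at RT; before that, AREc32_Fluc cells grown overnight in OPTI-MEM/5% FBS had been treated with 23 nL compound for 24 hr at 37 deg C.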
The depositor's hits bear a star; i = inactive; ? = inconclusive; / = not tested or not shown; & = joins results of further samples; [ ] = another dose, or the depositor's remark. Unless noted, the call rests on the fitted dose curve; in most records, active means well fitted curve in the direction sought with a large enough effect; inconclusive means small, poorly fitted or top-dose-only effect, or another doubt; inactive means no such curve, though single readings can be large; an effect the other way counts as inactive or inconclusive. Compounds as they come (roughly 4.3% active in at least one column).

SMILES	IL-2 act	A549 viability	EPAC2 agonist	S2 tox	TGFb inhibitor	Nrf2 block	ATXN2 expr inh	HepG2 tox	Nrf2 activator
CC1(C)NC(=O)N(CCCCOc2ccc(Br)cc2Cl)C1=O	1.1	?	10%	i	16%	?	0%	-29%	0.5%
Cc1ccc(NC(=O)CCC(=O)NNC(=O)c2ccco2)c(C)c1	0.5	1%	1%	i	-21%	/	-2%	-3%	0.2%
COc1ccc2cc(C#N)c(SCC(=O)N3CC(=O)Nc4ccccc43)nc2c1	0.1	?	13%	i	33%	9%	/	20%	0.3%
O=C(Cc1ccccc1)Nc1ccc(NC(=O)c2ccco2)cc1	1.2	8%	11%	i	6%	-11%	28%	-13%	2.4%
O=C(NCCN1CCOCC1)c1cccc(S(=O)(=O)Nc2ccc(Br)cc2)c1	-0.8	2%	-1%	?	-5%	-12%	-9%	-14%	0.0%
CC(=O)N1CCN(C(=O)C(Cc2c[nH]c3ccccc23)NC(=O)c2ccccc2Cl)CC1 (configuration not stated)	-4.9	0%	0%	i	8%	10%	0%	17%	5.5%
COc1ccc(NC(=O)c2sc3ncn(CC(=O)N4CCN(c5ccccn5)CC4)c(=O)c3c2C)cc1OC	-3.7	-7%	0%	i	-2%	-16%	-20%	-4%	-0.5%
Cc1sc2ncn(CC(=O)NCCCC(=O)Nc3ccc(C(C)C)cc3)c(=O)c2c1C	0.0	?	1%	i	-3%	29µM*	-15%	-1%	-0.9%
CC1C(=O)N(Cc2ccc([N+](=O)[O-])cc2)c2ccccc2N1C(=O)C1CC1 (configuration not stated)	-2.7	6%	-2%	i	-13%	-19%	-9%	-15%	-0.9%[9.22 µM]
COc1cc(NC(=O)CCn2nc(C)c(S(=O)(=O)N3CCCCC3)c2C)cc(OC)c1OC	/	-2%	/	/	22%	/	/	6%	0.2%
C[C@@H]1CN([C@H](C)CO)C(=O)CCCn2nncc2CO[C@@H]1CN(C)C(=O)Cc1ccccc1	8.9	/	-4%	i	2%	/	3%	-15%	-0.2%
COc1ccc(Cn2c(=O)[nH]c3cc(C(=O)NC4CCCC4)ccc3c2=O)cc1	-0.6	2%	1%	i	2%	-11%	-6%	-14%	0.2%
Cc1onc(-c2c(F)cccc2Cl)c1C(=O)N1CCCCC1	-0.1	-6%	7%	i	-3%	9%	1%	-26%	-0.5%
CCOCCCn1c(=O)c2ccccc2n2c(=S)[nH]nc12	-0.3	13%	2%	i	1%	4%	/	-7%	-0.4%
CC(=O)Nc1cc2c(c([N+](=O)[O-])c1C)C(C)(C)CC2(C)C	-0.1	2%	4%	i	2%	?	-9%	-1%	-0.8%
CCCCn1c(=O)n(CC(=O)Nc2ccc(C)c(Cl)c2)c(=O)c2c1ncn2Cc1ccco1	8.5	0%	-6%	i	?	-12%	0%	-21%	-0.8%
Cc1cccc(Oc2coc3cc(O)ccc3c2=O)c1	-1.4	0%	12%	i	2%	4%	40%[activator]	2%	1.8%
CC(=O)c1sc(NC(=O)c2c(-c3ccccc3)c(-c3ccccc3)nn(C)c2=O)nc1C	/	-4%	/	/	-10%	19%	/	-2%	4.1%
CC(=O)c1ccc(Nc2nc(C(N)Cc3ccc(N)cc3)cs2)cc1 (configuration not stated)	-0.1	/	6%	i	3%	/	-2%	-26%	4.7%
O=C(NCC1CCCO1)c1ccc(Cn2c(=S)[nH]c3ccccc3c2=O)cc1 (configuration not stated)	-0.9	3%	14%	?	26%	?	?	0%	-0.3%
COc1cc(Cl)c(C)cc1NC(=O)CN(C)Cc1cccc(OC)c1OC	-0.9	-9%	15%	i	?	?	-23%	-37%	4.8%
CCc1ccc(N(CC(=O)N2CCOCC2)S(C)(=O)=O)cc1	2.5	5%	1%	i	-26%	5%	8%	4%	-0.1%
CCCn1c(SCCC(=O)O)nc2ccccc21	-3.7	1%	10%	i	-7%	-10%	-17%	-25%	-0.3%
CS(=O)(=O)/C(C#N)=C/c1cccn1S(=O)(=O)c1cccc2ccccc12	-0.8	/	13%	i	-4%	/	-8%	-7%	0.5%
COc1ccc2[nH]cc(CCNC(=O)Nc3ccccc3C)c2c1	-3.6	2%&-2%	5%	i	-7%&2%	-4%&3%	-11%&-3%	-8%&-3%	-0.4%&-1.3%

Other records
SMILES	IL-2 act	A549 viability	EPAC2 agonist	S2 tox	TGFb inhibitor	Nrf2 block	ATXN2 expr inh	HepG2 tox	Nrf2 activator
COc1ccccc1N1CCN(C(=O)CSc2nnc(NC(=O)C(C)C)s2)CC1	0.6	0%	-1%	i	-12%	-30%	2%	-30%	0.1%
CCCNC(=O)CCSc1nc(-c2ccc3c(c2)OCO3)cc(C(F)(F)F)n1	/	-4%	/	i	3%	-10%	0%	-9%	-1.1%
COc1ccc(/C=C/C(=O)Nc2sc3c(c2C(N)=O)CCCC3)cc1	/	-6%	/	/	3%	9%	/	-24%	7.8%
Cc1noc(C)c1S(=O)(=O)Nc1ccc2c(c1)C(=O)N([C@H](C)CO)C[C@H](C)[C@@H](CN(C)C(=O)Nc1ccccc1)O2	-0.2	10%	4%	i	1%	3%	-1%	10%	-0.5%
COc1ccc(C(=O)Nc2ccc(NC(C)=O)cc2)cc1S(=O)(=O)N1CCCC1	1.1	7%	5%	i	3%	-8%	/	-10%	0.1%
CCOc1ccc(NS(=O)(=O)c2ccc(C(=O)N(C)CC(=O)Nc3ccc(C)cc3)cc2)cc1	-0.2	-5%	-1%	?	?	?	-5%	-18%	0.0%
CC(C)NC(=O)N(C)C[C@H]1Oc2cc(Br)ccc2S(=O)(=O)N([C@H](C)CO)C[C@H]1C	-2.8	/	19%	?	-2%	/	4%	0%	-0.7%
COc1ccc(Br)cc1CNC(=O)c1ccc2nc(C(C)C)oc2c1	/	2%	/	/	6%	/	/	5%	0.4%
Cc1oc(-c2cccs2)nc1CS(=O)CC(=O)NCCCN1CC(C)CC(C)C1 (configuration not stated)	-3.3	-9%	6%	i	3%	?	-19%	-5%	-1.1%
O=[N+]([O-])c1ccc(O)c(C=Nc2cccc3ccccc23)c1	-2.6	-9%	11%	i	-1%	-5%	-1%	5%	6.7%
O=C(CCc1cn(Cc2ccc(F)cc2)c2ccccc12)N1CCOCC1	2.1	0%	5%	i	-30%	1%	-4%	-45%	-0.6%
CC(=O)c1cccc(OCc2cc(C(=O)N(C)Cc3nccs3)no2)c1	-1.1	/	-7%	i	16%	/	/	0%	5.2%
N#Cc1ccccc1OCC(=O)OCC(=O)Nc1ccc2c(c1)OCO2	1.7	5%	3%	i	-2%	4%	1%	-24%	-0.5%
CCCCN1C(=O)Nc2ccccc2S1(=O)=O	2.3	8%	-9%	i	0%	-5%	7%	-4%	-0.3%[9.22 µM]
O=C(Nc1cccc2ccccc12)c1ccco1	-0.3	/	5%	i	-8%	/	21%	2%	25%
CCOC(=O)c1c(C)n(CC)c2c1cc(O)c1ccccc12	-6.4	-1%	3%	i	-1%	1%	-17%	1%	0.7%
CCOc1ccc(S(=O)(=O)N(C)c2ccc(OCC(=O)NCc3cccnc3)cc2)cc1	2.7	4%	14%	i	?	-5%	-7%	1%	0.9%
CSc1nc2ccc(NS(=O)(=O)c3ccc4c(c3)OCCO4)cc2s1	0.9	-21%	?	i	?	?	-19%	-15%	3.0%
Cc1ncsc1CCSc1n[nH]c(=O)n1-c1ccccc1	-0.4	6%	11%	i	0%	?	-1%	-1%	0.3%
CCOC(=O)c1[nH]nc2c1C(=O)N(Cc1ccccc1)C2=O	-0.6	0%	-13%	i	-1%	-11%	-22%	-16%	3.3%
NC(=O)[C@@H]1CC2(CC(c3cccc(NC(=O)CC(c4ccccc4)c4ccccc4)c3)=NO2)CN1C(=O)c1ccc(Cl)cc1 (some centres not stated)	-0.1	-19%	5%	?	?	?	?	-5%	-0.3%
Cc1nc2ccn(Cc3cccs3)c(=O)c2cc1C(=O)NCc1ccccc1	/	11%	/	/	-44%	-12%	/	-27%	6.3%
C=CCNC(=S)NNc1nc2sc3c(c2c(=O)[nH]1)CC(C)(C)OC3	-2.0	1%	0%	i	5%	-5%	5%	-36%	2.1%
Cn1c(=O)c2c(nc(NCCc3ccccc3)n2Cc2ccccc2Br)n(C)c1=O	/	-3%	/	i	11%	-4%	1%	-4%	0.4%
Cn1c(=O)c2cc(S(=O)(=O)NC(Cc3ccccc3)C(=O)Nc3ccc(F)cc3)ccc2n(C)c1=O (configuration not stated)	/	-10%	/	i	-34%	-14%	-16%	-22%	0.6%

Other structures.
SMILES	IL-2 act	A549 viability	EPAC2 agonist	S2 tox	TGFb inhibitor	Nrf2 block	ATXN2 expr inh	HepG2 tox	Nrf2 activator
COc1cc(NC(=O)CN2C(=O)CN(C)C2=O)c(C)cc1[N+](=O)[O-]	-3.6	-1%	10%	i	0%	-7%	2%	6%	0.2%
Cc1cc(F)ccc1-c1cc(C(=O)NCc2cc(C(F)(F)F)cc(C(F)(F)F)c2)[nH]n1	-0.1	/	-7%	i	5%	/	-7%	-24%	-0.2%
COc1cccc(CN(C)C(=O)c2cc(COc3c(F)cccc3F)on2)c1	-0.7	2%	7%	i	1%	-14%	8%	-4%	-0.7%
Cc1ccc(NC(=O)Cn2sc3ccccc3c2=O)cc1	-3.4	/	2%	/	?	/	?	-97%	?
Cc1c(C(=O)NCc2ccc(F)cc2)oc2ccc(S(=O)(=O)N3CCCCC3)cc12	/	-1%	/	i	?	/	-35%	-32%	0.9%
CC1(C)CC(=O)C2=C(C1)N(Cc1cccnc1)C(=O)C2(NC(=O)c1cccnc1)C(F)(F)F (configuration not stated)	-0.3	-2%	-10%	i	0%	9%	-6%	-1%	-0.9%
